# RBX1-CUL1 inh – inhibitors of human ROC1-CUL1 ubiquitin ligase activity; 0.6% of 140,000 active; in vitro K48 di-Ub FRET, acceptor:donor ratio, 45 min; inhibition, % at 10 µM; E3 ubiquitin-protein ligase RBX1 (Homo sapiens) + Cullin-1 (Homo sapiens), P62877+Q13616; AID 1347404, 2020; in the data active means inhibition above about 25%
# Target sequence (P62877 whole entry, looked up): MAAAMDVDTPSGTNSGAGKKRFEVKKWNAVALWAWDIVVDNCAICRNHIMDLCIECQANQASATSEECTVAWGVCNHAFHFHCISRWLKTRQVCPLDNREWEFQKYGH
# Target sequence (Q13616 whole entry, looked up): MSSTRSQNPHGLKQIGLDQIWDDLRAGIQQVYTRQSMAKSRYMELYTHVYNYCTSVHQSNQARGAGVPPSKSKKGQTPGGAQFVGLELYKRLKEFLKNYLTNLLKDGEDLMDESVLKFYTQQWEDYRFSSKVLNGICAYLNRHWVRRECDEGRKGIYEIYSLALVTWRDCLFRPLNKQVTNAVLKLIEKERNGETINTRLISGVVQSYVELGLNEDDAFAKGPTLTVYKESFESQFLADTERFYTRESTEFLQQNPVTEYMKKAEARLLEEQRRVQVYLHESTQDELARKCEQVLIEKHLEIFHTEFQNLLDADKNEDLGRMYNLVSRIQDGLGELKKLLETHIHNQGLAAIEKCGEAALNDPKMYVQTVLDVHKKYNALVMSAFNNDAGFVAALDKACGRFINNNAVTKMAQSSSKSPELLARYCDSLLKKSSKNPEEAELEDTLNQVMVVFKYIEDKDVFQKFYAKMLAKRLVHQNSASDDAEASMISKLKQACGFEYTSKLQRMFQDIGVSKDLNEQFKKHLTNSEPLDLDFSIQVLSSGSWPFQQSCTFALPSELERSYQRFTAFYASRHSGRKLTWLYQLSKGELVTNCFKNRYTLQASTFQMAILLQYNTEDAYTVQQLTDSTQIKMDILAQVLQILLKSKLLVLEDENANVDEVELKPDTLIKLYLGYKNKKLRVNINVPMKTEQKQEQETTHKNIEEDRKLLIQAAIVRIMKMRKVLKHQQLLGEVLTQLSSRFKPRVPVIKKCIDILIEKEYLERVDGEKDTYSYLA
# * = called active by the depositor.
Structure | RBX1-CUL1 inh
CC(C)(C)c1ccc(C(=O)NN2C(=O)c3ccccc3C2=O)cc1 | -1.6
CC(C)(C)C(=O)N1CCN(c2ccc(NC(=O)c3ccc(Cl)cc3)cc2)CC1 | -4.5
CC(C)c1ccc(C2OCC(CO)([N+](=O)[O-])CO2)cc1 (stereo unspecified) | -1.1
N#CC1C(=N)Oc2c(ccc3ccccc23)C1c1ccc(OCc2ccccc2F)cc1 (stereo unspecified) | -15.4
CCOc1ccc(C(C)=O)cc1Cc1c(O)nc(SCc2cc(C(C)=O)ccc2OC)[nH]c1=O | 10.1
O=C(Nc1cc(OC(=O)c2cccnc2)ccc1S(=O)(=O)O)c1cccnc1 | -1.5
COC(=O)c1c(-c2ccccc2)[nH]c(-c2ccc([N+](=O)[O-])cc2)c1C(=O)OC | -1.2
Cc1ccc(C)c(S(=O)(=O)NCc2ccc(C(=O)Nc3cccnc3)cc2)c1 | 0.0
N#Cc1ccccc1Cn1nnc2c(=O)[nH]c(C3CCCN(S(=O)(=O)c4ccc(F)cc4)C3)nc21 (stereo unspecified) | 8.6
CCCCNC(=O)c1cccc(NC(=O)c2nsc3ccccc23)c1 | 1.4
Cc1[nH]c2nc3ccccc3n2c(=O)c1CCc1ccccc1 | -1.7
CCCc1cc(CN(C)C(=O)c2cc(NC(=O)c3ccccc3)cc3ncn(C4CCCC4)c23)[nH]n1 | 0.6
O=C1CN(C(=O)c2ccccc2C(F)(F)F)C(c2ccccc2)c2cc(F)ccc2N1 (stereo unspecified) | -3.6
COc1cccc(NC(=O)Cn2c(=O)n(-c3ccc(C)cc3)c(=O)c3ccc(C(=O)NCc4ccco4)cc32)c1 | 1.4
CC1CCN(S(=O)(=O)c2ccccc2C(F)(F)F)CC1 | -3.8
Cc1ccc(Cl)cc1N1CCN(S(=O)(=O)c2ccc3c(c2)C(C(C)C)C(=O)N3)CC1 (stereo unspecified) | -0.1
CCSC1=NN2C(=N)/C(=C\c3cc(C)n(-c4ccc(OC)cc4)c3C)C(=O)N=C2S1 | -0.6
O=C(CSc1nnc(CNc2cccc(Cl)c2)o1)Nc1ccccc1 | 1.9
Cc1c(Br)sc(-c2ccccc2)c1Br | -17.7
Cc1cc(C)c2c(=O)cc(C(=O)NCCc3ccc(S(N)(=O)=O)cc3)oc2c1 | 3.7
CCOc1cc(/C=C2\SC(=O)N(CC(=O)Nc3ccccc3)C2=O)c(Br)cc1O | -1.9
Cc1ccc(CSc2oc(-c3ccco3)nc2S(=O)(=O)c2ccc(Br)cc2)cc1 | 3.5
COC(=O)c1ccccc1NC(=O)C1=C(C)C(=O)OC12CCC(C)CC2 (stereo unspecified) | 1.9
CCN1CCCC1CNC(=O)CCC1CCN(Cc2cn(CC)c3ccccc23)CC1 (stereo unspecified) | 9.2
CCOC(=O)N1CCN(S(=O)(=O)Cc2ccc(C)cc2)CC1 | -6.2
O=C1CC(c2ccc(Cl)cc2)N2CCN=C2C1C(=O)Nc1ccccc1 (stereo unspecified) | 13.4
Cc1cccc(NC(=O)CSc2cn(CC(=O)N3CCOCC3)c3ccccc23)c1C | -0.5
Cc1cccc(CN2CCCC3(CCN(C(=O)CCN4CCCO4)C3)C2)c1 (stereo unspecified) | -0.6
Clc1sccc1/C=C/c1cscc1Br | -3.3
CCOc1ccc2nc(SC3CC(=O)N(c4ccccc4C)C3=O)sc2c1 (stereo unspecified) | -0.1
Cc1ccc(C2C(C)C(N3CCC(C(=O)Nc4cccc(F)c4)CC3)NS2(=O)=O)cc1C (stereo unspecified) | 0.9
COc1ccc(C2=NN3C(C2)c2ccccc2OC3c2ccccc2OC(F)F)cc1 (stereo unspecified) | -5.6
COC(=O)c1cc2sccc2n1Cc1nc(-c2cccc(Cl)c2)oc1C | -8.1
O=C(NC1CCCN(c2ccc(C(F)(F)F)cn2)C1)c1ccoc1 (stereo unspecified) | -0.7
Cc1cccc(C)c1Nc1c(-c2ccsc2)nc2ccc(Cl)cn12 | -12.6
COc1ccc(N=c2ssc3c2-c2cc(C)c(C)cc2NC3(C)C)cc1 | -4.0
O=c1cc(CN2CCN(S(=O)(=O)c3ccccc3)CC2)nc2sc(-c3ccccc3Cl)nn12 | 1.2
CC12CCC(C(=O)Nc3ccccc3-n3cccc3)(CC1=O)C2(C)C (stereo unspecified) | 3.3
Cc1ccc(CN2C(=O)N(c3ccccc3)C(=O)C2CC(=O)Nc2ccccc2)cc1 (stereo unspecified) | -6.1
Cc1ccc2c(c1)c1c(c(=O)n(-c3ccccc3C)c(=O)n1CC(=O)NCCC1=CCCCC1)n2C | -6.2
CCN(CC)c1ccc(-c2nc(-c3ccncc3)no2)cc1[N+](=O)[O-] | 4.0
O=C(Oc1ccccc1C(=S)N1CCCCC1)c1cc([N+](=O)[O-])cc([N+](=O)[O-])c1 | -7.8
COC(=O)c1ccccc1NC(=S)NC(=O)C1CCCCC1 | -4.8
Cc1nn(CC(O)CN2c3ccccc3Sc3ccccc32)c(C)c1Br (stereo unspecified) | 0.5
CS(=O)(=O)N(Cc1ccccc1Cl)c1ccc(C(=O)NCCSc2ccc(Cl)cc2)cc1 | 3.5
Cc1ccc(OCCn2c(-c3ccc(Cl)cc3)nc3ccccc3c2=O)c(C)c1 | 1.5
Cc1cccc(N2C(=O)c3cccc4c(Cl)ccc(c34)C2=O)n1 | 4.4
CCOCCCN(Cc1ccco1)C(=O)c1cc2c(=O)[nH]c3ccc(C)cc3c2s1 | 5.7
O=C(NCc1ccco1)c1cc(-c2ccccc2Cl)on1 | 8.6
COc1ccc(S(=O)(=O)c2cc(NS(=O)(=O)c3ccc(Cl)cc3)c(C)c(C)c2O)cc1 | 8.7

# Continuation:
Structure | RBX1-CUL1 inh
c1ccc(-c2csc(N3CCc4ccccc4C3)n2)cc1 | -11.6
O=C(c1ccc(F)cc1)C(c1ccccc1)N1CCOCC1 (stereo unspecified) | 6.9
Cc1ccccc1C(OCCN(C)CC(=O)Nc1c(C)cccc1C)c1ccccc1 (stereo unspecified) | -3.2
COc1ccc(CCN(C)C2CCCN(S(=O)(=O)c3ccsc3)C2)cc1OC (stereo unspecified) | 7.3
COc1ccc(C2NC(=O)N(C)C3=C2C(=O)N(c2cccc(Cl)c2)C3)cc1 (stereo unspecified) | -12.7
CCCNC(=O)CSc1c2c(nc3ccc(Cl)cc13)CCCC2 | 4.7
O=C1N=C2SCCN2C(=O)C1C(c1ccc2c(c1)OCO2)C1C(=O)N=C2SCCN2C1=O (stereo unspecified) | -8.2
COc1cc(/C=N\NC(=O)C2CC3C=CC2C3)ccc1O (stereo unspecified) | 4.6
CC1=NCCNC(C)(C)CC(C)=NCCNC(C)(C)C1 | 9.5
CCCCOC(=O)c1ccc(NC(=O)CSc2nc3c(c(=O)[nH]2)CCCC3)cc1 | 5.9
CCc1ccc(NC(=O)c2ccc(N3CCOCC3)cc2)cc1 | 0.6
CCOC(=O)N1CCc2c(sc3c2c(=O)n(Cc2ccccc2)c(=O)n3CC(=O)Nc2cccc(C)c2)C1 | 2.6
Cc1ccc(Nc2nnc(-c3ccc(C)c(S(=O)(=O)N4CCOCC4)c3)c3ccccc23)cc1 | 3.4
O=C(Nn1cnnc1)c1cc(Cl)cc(Cl)c1 | 6.2
COc1cccc(-c2nnc(SCC(=O)N(C)C3CCCCC3)o2)c1 | 7.7
Cc1sc2nc(SCCC(C)C)n(-c3ccccc3)c(=O)c2c1C | -2.0
Fc1ccc(-c2nnc(NC3=NCCC3)o2)cc1 | 4.2
Cc1ccc(NC(=S)NC(C)C)cc1 | 1.6
Cc1cccc(N2C(=O)CC(N3CCC4(CC3)OCCO4)C2=O)c1 (stereo unspecified) | 11.4
CCCCCCS(=O)(=O)C(CC(C(=O)OC)N1C(=O)c2ccccc2C1=O)C(=O)OC (stereo unspecified) | 2.0
Cc1ccc(Cn2c(CO)cnc2SCc2cccc(F)c2)cc1 | 9.6
Cc1cccc(OCCCn2c(CCCO)nc3ccccc32)c1 | 8.8
O=C(NC1CC1)C1CCCN(C2CCN(CCc3ccccc3)CC2)C1 (stereo unspecified) | 1.8
Cc1ccc(F)c(NC(=O)Nc2ccc3snnc3c2)c1 | -1.5
Cc1cc(O)c(-c2ccn(-c3ccccc3)n2)cc1Cl | 1.1
CCSc1nc2n(n1)C(c1ccncc1)C1=C(CC(C)(C)CC1=O)N2 (stereo unspecified) | 0.9
CCCNS(=O)(=O)c1cc(C(=O)N2CCCCC2)ccc1OC | -2.1
Cc1cc(OS(=O)(=O)c2ccc([N+](=O)[O-])cc2)cc(OS(=O)(=O)c2ccc([N+](=O)[O-])cc2)c1 | -4.3
COCCNC(=O)c1ccc2c(c1)N(Cc1ccc(C(F)(F)F)cc1)C(=O)c1ccccc1S2 | -5.4
CC(NC(=O)COc1ccc(/C=N/NC(=O)c2ccc(N(Cc3ccccc3Cl)S(C)(=O)=O)cc2)cc1)c1ccccc1 (stereo unspecified) | 3.8
CCn1cc(C(=O)N2CCN(c3ccc(OC)cc3)CC2)c2cc(OC)c(OC)cc2c1=O | -14.1
O=C(COC(=O)c1ccc(Cc2ccccc2)cc1)c1ccc(Br)cc1 | 9.9
Nc1nc(N)nc(Cc2ccccc2)n1 | 4.6
COc1cccc(-c2ccc3c(N)c(C(=O)Nc4ccccc4SCC(C)C)sc3n2)c1 | -1.2
CCc1cccc(C)c1NC(=O)CSc1nnc(CNC(=O)c2cccc(C)c2)n1C | 6.6
O=C(CN1C(=O)CCSc2ccc(S(=O)(=O)N3CCCC3)cc21)Nc1cccc(F)c1 | -8.1
CC(=O)c1nn(-c2cccc(Br)c2)c(-c2ccco2)c1C#N | 2.2
Cc1cc(=O)n2nc(C)c(=O)n(N)c2n1 | 0.6
Cc1ccc2c(c1)N(CCCC(=O)Nc1cccc(C(F)(F)F)c1)C(=O)CO2 | 4.6
CC(C)c1ccc(-c2cc(C(=O)NC(C)C3CC4CCC3C4)c3cc(Br)ccc3n2)cc1 (stereo unspecified) | 5.3

# 7 structures already listed, ordered by molecular weight, smallest number first.
Structure | RBX1-CUL1 inh
Nc1nc(N)nc(Cc2ccccc2)n1 | 4.6
CC(=O)c1nn(-c2cccc(Br)c2)c(-c2ccco2)c1C#N | 2.2
Cc1ccc2c(c1)N(CCCC(=O)Nc1cccc(C(F)(F)F)c1)C(=O)CO2 | 4.6
O=C(COC(=O)c1ccc(Cc2ccccc2)cc1)c1ccc(Br)cc1 | 9.9
CCc1cccc(C)c1NC(=O)CSc1nnc(CNC(=O)c2cccc(C)c2)n1C | 6.6
CCn1cc(C(=O)N2CCN(c3ccc(OC)cc3)CC2)c2cc(OC)c(OC)cc2c1=O | -14.1
COc1cccc(-c2ccc3c(N)c(C(=O)Nc4ccccc4SCC(C)C)sc3n2)c1 | -1.2

# (list continues)
Structure | RBX1-CUL1 inh
O=S(=O)(Cc1ccccc1)NCC1CCCN(C2CSCCSC2)C1 (stereo unspecified) | -9.0
CC(=O)c1cc(C(=O)N2CCc3ccc(NC(=O)C4CCCO4)cc3C2)cs1 (stereo unspecified) | 11.0
O=C(CCN1C(=O)c2ccccc2S1(=O)=O)Nc1cccc(Cl)c1Cl | 5.7
Cc1ccc(N2C(=O)C(CC(=O)Nc3cccc(F)c3)N(CCc3ccccc3F)C2=O)cc1 (stereo unspecified) | -10.6
CCOC(=O)COc1ccccc1C1C2=C(N=C(C)C1C(=O)OC)c1ccccc1C2=O (stereo unspecified) | 14.2
CCCCOC(=O)c1ccc(N2C(=O)CC(N3CCN(c4ccc(OC)cc4)CC3)C2=O)cc1 (stereo unspecified) | 9.6
CN1CCCC1C(=O)Nc1ccc(-c2nc3ccccc3o2)cc1 (stereo unspecified) | -4.5
CN(c1cccc(NS(=O)(=O)c2cc(Cl)ccc2Cl)c1)S(C)(=O)=O | 4.4
COc1nsc(Br)c1C#N | -2.7
COC(=O)Nc1ccc(S(=O)(=O)CCO)cc1 | 6.4
N=c1sccn1CC(=O)Nc1nccs1 | 3.5
OC(c1ccccc1)c1n[nH]c(=S)n1-c1ccccc1 (stereo unspecified) | 0.6
C/C(=N\NC(=O)C(C)Sc1ccccc1)c1ccc(NC(=O)c2ccccc2)cc1 (stereo unspecified) | -6.1
O=C1N(c2ccccc2)C[C@@H]2C[C@@H](c3cccn3-c3ncccn3)N3CCC[C@@]123 | 9.1
COC12C=C(C)C(C(C)=C1)c1c(F)c(F)c(F)c(F)c12 | 15.6
O=C(c1sc2cc(Cl)ccc2c1Cl)N1CCN(c2cccc(Cl)c2)CC1 | -14.7
CCN(CC)c1cccc(Oc2cc(NC(=O)c3cc4nc(-c5ccccc5)cc(C)n4n3)cc([N+](=O)[O-])c2)c1 | 12.0
COc1cccc(-c2nn3c(=O)cc(CN4CCN(C(=O)/C=C/c5ccccc5)CC4)nc3s2)c1 | -0.7
Cc1ccc2nc3c(cc(C(=O)Nc4ccc5c(c4)OCCO5)n3C)c(=O)n2c1 | 2.6
COc1ccc2c(c1)c1c(c(=O)n(-c3ccc(OC)c(OC)c3)c(=O)n1CC(=O)N1CCCC1)n2C | -2.2
COc1ccccc1C(=O)Nc1ccccc1C(=O)NC(C)c1ccccc1 (stereo unspecified) | -12.3
CCc1ccc(-c2nc(CN3CCCC(C(=O)NCc4ccc(C)cc4)C3)c(C)o2)cc1 (stereo unspecified) | 1.1
CCOCC(=O)Nc1cc(C)cc(C)c1 | 4.4
CC(C)N1C(=O)S/C(=C/c2ccc(I)cc2)C1=O | -7.8
CCOC(=O)N1CCN(C(=O)CCc2nnc(Cc3cccc(C)c3)o2)CC1 | 1.1
Cc1nonc1C(=O)NC1CCCc2nc(-c3ccccc3)ncc21 (stereo unspecified) | 17.7
CCC(=O)N1CCc2cc(Br)cc(S(=O)(=O)N3CCCC(C(=O)Nc4ccc(C)c(F)c4)C3)c21 (stereo unspecified) | -4.5
Cc1[nH]cnc1CN1CCCC1c1ccc(C(=O)N2CCCOCC2)s1 (stereo unspecified) | 11.2
C=CCn1c(SCc2csc(C)n2)nc2sc3c(c2c1=O)CCC3 | 8.7
COc1cc(NC(=O)CSc2ccc(-c3sc(-c4ccccc4)nc3C)nn2)cc(OC)c1 | 7.2

# Assay outcomes as filed in PubChem.

# A portion of the library. The share of hits here may be higher or lower than overall.
